# Bioassay records (PubChem)
# LAP4 TOR yeast: alters LAP4-GFP fluorescence in TOR pathway yeast screen; 320,000 tested, 0.34% active; GFP response vs DMSO, % at 10 µM; S. cerevisiae LAP4-GFP multiplex, flow cytometry GFP, 3 h; median GFP as percent of DMSO wells; AID 2023;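 active means GFP response vs DMSO above a set limit, about the screen mean plus 3 SD, cut at about 150% in these data; inconclusive means under 70 cell events counted for the yeast strain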
# procasp7 counter: activates human procaspase-7, counter-screen for procaspase-3 activators | recombinant procaspase-7, Ac-DEVD-pNA absorbance 405 nm; D23A/D198A/D206A triple mutant, cannot self-cleave; scale: DMSO 0, 5 µM enzyme 100 | activation, % at 8.5 µM | 330,000 tested, 0.093% active;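 active means percent activation above the screen-wide mean plus 3 SD, cut at about 25% in these data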
#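 Assay system: Uncleavable procaspase-7 mutant enzyme / Input: 2 µM procaspase-7 mutant as dispensed / Dosing: single nominal 8.5 µM compound dose, 0.8% DMSO final / Timing: 1 h enzyme–compound preincubation and 2 h substrate reaction, both 25 °C / Detection: p-Nitroaniline absorbance at 405 nm, read at 0 and 120 min / Replication: singlicate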
# RPL19A TOR yeast: modulators of TOR pathway RPL19A-GFP in S. cerevisiae | 330,000 tested, 0.3% active | percent response vs DMSO, % at 10 µM | AID 2025 | S. cerevisiae RPL19A-GFP strain, flow cytometry, 3 h; active compounds read low;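 active means percent response vs DMSO below 50%; inconclusive means fewer than 70 events counted for the yeast strain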;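 further: median channel GFP fluorescence of the barcoded RPL19A-GFP strain; ratio of sample median GFP to plate DMSO average so 100% = DMSO; lower means less RPL19A-GFP as with rapamycin TOR inhibition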
# ZTA DNA inh: counter-screen for EBNA-1 inhibitors: inhibitors of Epstein-Barr virus ZTA; ZTA-DNA binding, fluorescence polarization; AID 2234; inhibition, % at 11 µM; 320,000 tested, 0.15% active; in the data active means inhibition above about 33%
# EBNA-1 inh: blocks EBNA-1 binding to DNA; 300,000 tested, 0.34% active; AID 1950; EBNA-1 DNA binding, fluorescence polarization; inhibition, % at 14.8 µM; in the data active means inhibition above about 28%
# AHR activator: activates the human aryl hydrocarbon receptor | activation, % at 5 µM | AHR-responsive luciferase reporter cells, luminescence | AID 2796 | 320,000 tested, 2.5% active | P35869; in the data active means activation above about 47%;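 further: 0% = vehicle wells and 100% = reference agonist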
# proCasp3 act: procaspase-3 (human) activation | activation, % at 8.5 µM | recombinant procaspase-3 D3A, Ac-DEVD-pNA absorbance 405 nm | P42574 | AID 463141 | 330,000 tested, 0.11% active;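 active means activation above the mean of all tested compounds plus 3 SD, cut at about 21% in these data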;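 further: 0% = DMSO alone and 100% = DMSO wells spiked with extra 5 µM PC-3 D3A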
#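 Technique: 405 nm absorbance of p-nitroaniline, reads at 0 and 120 min; Test system: Procaspase-3 D3A mutant; Incubation: 1 h enzyme-compound preincubation, then 2 h substrate reaction, 25 °C; Repeats: singlicate, each compound tested once; Benchmarks: low control DMSO wells, high control DMSO plus 5 µM PC-3 D3A.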
# MEP2 TOR yeast: yeast TOR pathway MEP2-GFP modulation; S. cerevisiae MEP2-GFP strain, flow cytometry GFP, 3 h; 100% = DMSO control level; GFP response vs DMSO, % at 10 µM; 330,000 tested, 0.51% active;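 active means GFP response versus DMSO above a set limit, roughly screen mean plus 3 SD, cut at about 180% in these data; inconclusive means fewer than 70 cells counted for a yeast strain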;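 further: median GFP fluorescence of the barcode-gated MEP2-GFP cells per well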
# * hit, by the source's call; u = inconclusive; x = no result given; [ ] = dose if it differs, or a comment. Not a hit list; overall some 3.8% were active at least once.
entry	mol	LAP4 TOR yeast	procasp7 counter	RPL19A TOR yeast	ZTA DNA inh
1	CN(C)C(=O)Nc1ccccc1	114	11	100	18
2	COc1cc(C(=O)NCC(c2cccs2)N2CCOCC2)cc(Br)c1OCc1ccccc1 (stereo unspecified)	102	0	99	x
3	CCc1c(C)c2cc(Cl)c(O)c(CN3CCCCC3)c2oc1=O	124	-3	114	0
4	CCOC(=O)c1cc2sc(C)cc2n1CC(=O)N(CC)CC	102	1	100	-4
5	COCCCNC(=O)/C(C#N)=C/c1c(N2CCN(c3ccccc3)CC2)nc2c(C)cccn2c1=O	x	-4	84	12
6	O=C(O)COc1ccccc1/C=N/NC(=O)c1cc(-c2ccc(F)cc2)nc2ccccc12	103	3	96	6
7	COc1ccccc1C(=O)Nc1nnc(SCC(=O)NCc2ccco2)s1	105	5	97	15
8	Cc1ccc(C2c3c(oc4ccccc4c3=O)C(=O)N2c2nnc(C(C)C)s2)o1 (stereo unspecified)	103	-33	100	11
9	CC1CCN(C(=O)c2[nH]cnc2C(=O)N2CCN(C(=O)OC(C)(C)C)CC2)CC1	102	7	97	-14
10	C=CCn1c(=O)c2c(nc3n2CCCN3Cc2ccccc2)n(C)c1=O	106	4	103	-6
11	CCCN1CCN(CCCNC(=O)CCN2C(=O)COc3ccccc32)CC1	105	-1	111	2
12	O=C(O)c1cccc2c1/C(=N/Nc1ccc([N+](=O)[O-])cc1[N+](=O)[O-])c1ccccc1-2	114	2	97	9

entry	EBNA-1 inh	AHR activator	proCasp3 act	MEP2 TOR yeast
1	7	0	-18	103
2	x	2	0	99
3	5	9	0	111
4	5	1	5	101
5	9	22	-7	90
6	7	13	9	99
7	10	27	-1	99
8	1	0	-14	102
9	x	1	4	89
10	-1	7	4	96
11	-2	2	-2	105
12	-6	7	6	100

# Complete entries, quoted from the list. Values in the order: LAP4 TOR yeast | procasp7 counter | RPL19A TOR yeast | ZTA DNA inh | EBNA-1 inh | AHR activator | proCasp3 act | MEP2 TOR yeast
# Listed for CCOC(=O)c1cc2sc(C)cc2n1CC(=O)N(CC)CC = 102 | 1 | 100 | -4 | 5 | 1 | 5 | 101
# Listed for CCc1c(C)c2cc(Cl)c(O)c(CN3CCCCC3)c2oc1=O = 124 | -3 | 114 | 0 | 5 | 9 | 0 | 111
# Listed for CC1CCN(C(=O)c2[nH]cnc2C(=O)N2CCN(C(=O)OC(C)(C)C)CC2)CC1 = 102 | 7 | 97 | -14 | x | 1 | 4 | 89
# Listed for CN(C)C(=O)Nc1ccccc1 = 114 | 11 | 100 | 18 | 7 | 0 | -18 | 103
# Listed for COc1ccccc1C(=O)Nc1nnc(SCC(=O)NCc2ccco2)s1 = 105 | 5 | 97 | 15 | 10 | 27 | -1 | 99

# More compounds follow:
entry	mol	LAP4 TOR yeast	procasp7 counter	RPL19A TOR yeast	ZTA DNA inh
13	O=S(=O)(c1ccc(Cl)cc1)N1c2ccccc2Oc2nc3ccccc3nc21	100	0	98	-3
14	CC(=O)c1ccc(N2CCc3ccccc3C2)c([N+](=O)[O-])c1	x	0	107	-17
15	O=C(COc1ccc2c(c1)CCC2)NCc1ccccc1	90	-6	99	5
16	COc1ccc(CCNC(=O)Cn2nc(C(=O)O)c3ccccc3c2=O)cc1OC	103	8	101	13
17	COCCNC(=S)N/N=C(\C)c1cccc(C(F)(F)F)c1	94	2	100	7
18	CSc1ccccc1C(=O)OCC(=O)NC1CCS(=O)(=O)C1 (stereo unspecified)	104	8	101	-3
19	O=C(Nc1ccc2c(c1)CCCN2C(=O)c1ccccc1)c1ccccc1	99	-3	104	-7
20	CC(=O)N1CCCc2cc(S(=O)(=O)N3CCCC(C(=O)Nc4cccc(C)c4)C3)ccc21 (stereo unspecified)	75[may fluoresce red]	7	u	-4
21	c1ccc(CCCNc2ncccn2)cc1	93	3	96	-9
22	COc1ccc(NC(=O)CN2C(=O)NC3(CCCc4ccccc43)C2=O)c(OC)c1 (stereo unspecified)	87	6	102	x
23	CCOC(=O)N1CCN(Cc2nnc(-c3ccccc3Cl)o2)CC1	97	-2	105	13
24	CCOc1ccccc1CN1CCN(Cc2ccc(C)o2)C(CCO)C1 (stereo unspecified)	105	-14	111	-15

entry	EBNA-1 inh	AHR activator	proCasp3 act	MEP2 TOR yeast
13	2	2	-3	91
14	-14	-4	-3	102
15	-13	2	0	96
16	-3	3	-4	112
17	4	-1	-4	96
18	5	-1	3	105
19	2	2	3	108
20	-12	1	4	86[may fluoresce red]
21	-10	-4	-1	95
22	x	0	4	97
23	6	2	4	107
24	-1	2	-4	108

# More compounds:
entry	mol	LAP4 TOR yeast	procasp7 counter	RPL19A TOR yeast	ZTA DNA inh
25	CCCOc1ccc(N2C(=O)CC(N(Cc3ccco3)C(C)=O)C2=O)cc1 (stereo unspecified)	100	3	125	-2
26	COc1cccc(NC(=O)COc2ccc(C(=O)N3CCN(C)CC3)cc2)c1	94	3	98	-3
27	N#C/C(C(N)=O)=C1/SC=C(c2ccccc2)N1c1ccccc1	105	7	96	-7
28	CCN1C(=O)[C@H]2[C@@H](c3ccc(C)cc3)N3C(=O)N(c4cccc(Cl)c4)C(=O)[C@@]3(CC)[C@H]2C1=O	106	0	103	4
29	Cc1ccc(NC(=O)CN2CCCC2)cc1Br	105	-5	101	-9
30	CCOC(=O)Cn1c(=O)oc2cc(S(=O)(=O)NCCc3ccc(OCC)c(OCC)c3)ccc21	94	-3	100	3
31	COc1ccc(/C=N/NC(=O)C(O)(c2ccccc2)c2ccccc2)cc1OC	94	5	107	-6
32	Cn1cc(C(=O)NCC(=O)Nc2ccccc2Br)cn1	90	1	90	x
33	O=C(CSc1nc2ccccc2s1)NCc1cc([N+](=O)[O-])ccc1O	133	-11	95	-5
34	CC(OC(=O)CNS(=O)(=O)c1ccc(C#N)cc1)C(=O)Nc1cccc(C#N)c1 (stereo unspecified)	117	6	100	-2
35	O=C(COC(=O)c1cccs1)NCc1ccco1	100	3	100	3
36	Cc1cccc(NC(=S)N2CCC(c3nc4ccccc4o3)CC2)c1C	107	-11	97	7

entry	EBNA-1 inh	AHR activator	proCasp3 act	MEP2 TOR yeast
25	6	1	3	115
26	4	3	3	100
27	8	-7	-22	96
28	8	2	8	92
29	3	3	1	103
30	8	1	-1	103
31	2	1	8	106
32	x	0	7	93
33	-5	16	1	99
34	-6	-2	6	97
35	-2	0	5	109
36	-3	-1	-7	110

# (list continues)
entry	mol	LAP4 TOR yeast	procasp7 counter	RPL19A TOR yeast	ZTA DNA inh
37	COc1ccc(NC(=S)Nc2ccccc2C(F)(F)F)cc1	88	0	85	-10
38	CCCC1(C(=O)OCC)NC(c2ccc(N(C)C)cc2)C2C(=O)N(c3ccc(F)cc3)C(=O)C21 (stereo unspecified)	98	-5	101	13
39	COc1ccccc1N(C)S(=O)(=O)c1ccc(C)c(C(=O)NCc2ccccn2)c1	99	1	97	1
40	Cc1ccc(S(=O)(=O)NC(N)=NCCc2ccc(Cl)cc2)cc1C	x	10	x	-4
41	O=C1c2ccccc2CCC12N=NCC2c1ccc(Cl)cc1 (stereo unspecified)	107	2	98	-6
42	CCOC(=O)C1CCCN(c2c(C(=O)c3ccccc3)cnc3ccc(OC)cc23)C1 (stereo unspecified)	96	-5	96	2
43	Cc1cccc(NC(=S)N(C)C)c1C	108	1	98	6
44	CCc1cccc(CC)c1NC(=S)NCc1ccc2c(c1)OCO2	102	7	102	-1
45	CCC(C)(C)n1nnnc1C(c1cc2ccc(C)cc2[nH]c1=O)N(Cc1cccnc1)Cc1ccco1 (stereo unspecified)	79	5	113	6
46	COc1ccccc1NC(=O)CN1C(=O)NC(C)(C)C1=O	109	7	103	10
47	CCN(C(=O)CSc1nc(-c2ccccc2)cn1N)c1c(N)n(Cc2ccccc2)c(=O)[nH]c1=O	102	4	92	-1
48	CCc1ccc(N2CC(C(=O)Nc3ccc(S(=O)(=O)Nc4ncccn4)cc3)CC2=O)cc1 (stereo unspecified)	101	2	99	9

entry	EBNA-1 inh	AHR activator	proCasp3 act	MEP2 TOR yeast
37	-6	-3	-6	87
38	-2	0	-1	97
39	x	0	7	94
40	2	2	-2	x
41	6	13	0	99
42	-8	10	-1	103
43	5	-1	8	105
44	-3	2	0	108
45	7	1	-7	94
46	1	2	12	110
47	-1	0	5	96
48	6	1	7	98

# The list goes on:
entry	mol	LAP4 TOR yeast	procasp7 counter	RPL19A TOR yeast	ZTA DNA inh
49	CC(=O)N1CCN(c2ccc(NC(=O)c3ccc(N4CCCC4)c([N+](=O)[O-])c3)cc2Cl)CC1	91	-3	95	-12
50	OC1(CC#CCN2CCCCC2)c2ccccc2-c2ccccc21	107	12	99	-3
51	Cc1cc(C(=O)CSc2nnnn2-c2ccccc2)c(C)n1CCc1ccccc1	100	13	100	-5
52	O=C(CNC(=O)c1ccccc1F)NCCc1ccccc1F	98	4	100	0
53	CCn1c(COc2cccc(OC)c2)nnc1SCC(=O)Nc1cccc(OC)c1	101	2	99	8
54	COC(=O)[C@@]12OC[C@]34[C@H]([C@@H](O)[C@@H]1O)[C@@]1(C)C(=O)C(O[C@@H]5OC(CO)[C@@H](O)[C@@H](O)[C@@H]5O)=C[C@@H](C)[C@@H]1C[C@H]3OC(=O)[C@H](OC(=O)/C=C(\C)C(C)(C)OC(C)=O)[C@@H]24 (stereo partly specified)	100	7	98	-16
55	c1ccc2nc3c(cc2c1)CCCCCC3	104	5	100	15
56	O=C(CSc1ncc(-c2ccc(F)cc2)n1Cc1ccco1)Nc1nccs1	90	9	97	-29
57	CC1Cn2c(nnc2C23CC4CC(CC(C4)C2)C3)S1 (stereo unspecified)	98	-6	104	-3
58	O=c1[nH]c2c(s1)C=Nc1ccccc1N2	103	-28	99	9
59	CC(NC(=O)COC(=O)/C=C/c1cccc(C(F)(F)F)c1)c1ccccc1 (stereo unspecified)	89	-10	106	-5
60	CC(C)c1nc(N2CCN(C(=O)c3ccco3)CC2)c(C#N)c2c1COC(C)(C)C2	85	-5	96	10
61	C=CCOC(=O)C1=C(C)NC(=S)NC1c1cccs1 (stereo unspecified)	90	2	103	22

entry	EBNA-1 inh	AHR activator	proCasp3 act	MEP2 TOR yeast
49	-7	-4	4	94
50	-3	2	-1	103
51	5	1	7	104
52	x	0	3	102
53	1	5	7	99
54	1	4	2	102
55	7	0	7	109
56	-21	11	-2	100
57	4	-1	6	101
58	6	33	-17	102
59	-6	-1	7	104
60	2	-1	-14	103
61	6	-1	-4	104

# Filtered by structure, those above with a CF3 group (three)
entry	mol	LAP4 TOR yeast	procasp7 counter	RPL19A TOR yeast	ZTA DNA inh
17	COCCNC(=S)N/N=C(\C)c1cccc(C(F)(F)F)c1	94	2	100	7
37	COc1ccc(NC(=S)Nc2ccccc2C(F)(F)F)cc1	88	0	85	-10
59	CC(NC(=O)COC(=O)/C=C/c1cccc(C(F)(F)F)c1)c1ccccc1 (stereo unspecified)	89	-10	106	-5

entry	EBNA-1 inh	AHR activator	proCasp3 act	MEP2 TOR yeast
17	4	-1	-4	96
37	-6	-3	-6	87
59	-6	-1	7	104
